EBI2 antag: EBI2 (human) antagonism. EBI2 beta-arrestin recruitment, luminescence, 7a,25-OHC stimulated. inhibition, % at 5 µM. actives 0.81% (n = 360,000). AID 651636; in the data active = inhibition above about 38%;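 also: enzyme fragment complementation signal reports receptor beta-arrestin coupling in cells; 0% = agonist plus DMSO wells and 100% = wells without agonist; some results beyond the cut were filed as inactive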
Target sequence (P32249 whole entry, looked up, the tested form may be a part): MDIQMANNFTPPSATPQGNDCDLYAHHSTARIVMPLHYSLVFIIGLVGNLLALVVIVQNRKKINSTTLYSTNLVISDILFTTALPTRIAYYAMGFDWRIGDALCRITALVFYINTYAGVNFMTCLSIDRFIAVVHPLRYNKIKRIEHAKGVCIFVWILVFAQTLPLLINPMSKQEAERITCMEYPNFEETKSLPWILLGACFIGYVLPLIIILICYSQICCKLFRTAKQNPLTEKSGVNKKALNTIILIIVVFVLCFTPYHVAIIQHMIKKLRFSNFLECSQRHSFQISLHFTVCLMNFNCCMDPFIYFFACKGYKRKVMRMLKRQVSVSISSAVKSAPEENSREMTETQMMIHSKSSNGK
CXCR6 inh: inhibitors of human CXCR6 receptor. O00574. CHO-K1 PathHunter CXCR6 beta-arrestin, luminescence. inhibition, % at 20 µM. actives 0.36% (n = 360,000); in the data active = inhibition above about 34%, passing the limit was not always enough;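 also: antagonist mode with CXCL16 agonist at 10 nM final; 0% = 10 nM CXCL16 with DMSO and 100% = unstimulated wells without agonist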
Target sequence (O00574 whole entry, looked up): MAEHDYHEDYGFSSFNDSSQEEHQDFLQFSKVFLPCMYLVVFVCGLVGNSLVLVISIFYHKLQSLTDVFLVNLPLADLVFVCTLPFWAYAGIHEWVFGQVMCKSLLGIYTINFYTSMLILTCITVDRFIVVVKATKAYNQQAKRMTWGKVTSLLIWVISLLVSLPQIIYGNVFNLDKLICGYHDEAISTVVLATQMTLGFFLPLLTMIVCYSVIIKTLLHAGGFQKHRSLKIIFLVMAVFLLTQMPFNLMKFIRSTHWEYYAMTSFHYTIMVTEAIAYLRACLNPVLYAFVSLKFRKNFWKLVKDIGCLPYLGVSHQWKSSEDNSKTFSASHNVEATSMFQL
APJ ag: agonists of human APJ apelin receptor; CHO-K1 APJ PathHunter beta-arrestin, luminescence; 0% DMSO wells, 100% apelin; activation, % at 20 µM; actives 0.11% (n = 330,000);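 active = activation more than six SD over the plate average, tested at 20 µM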;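 also: 0% = DMSO alone and 100% = apelin-13 at 10 nM; some results filed as inactive read as strong as hits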
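Assay system: CHO-K1 APJ beta-arrestin complementation cell line / Compound: single test compound dose, 20 µM final, 1% DMSO / Times: overnight seeding, 90 min compound at 25 °C, 1 h detection / Technique: beta-gal luminescence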
UBC13 inh: human UBC13 polyubiquitination inhibition; UBC13 polyubiquitin chain formation, TR-FRET; inhibition, % at 20 µM; actives 0.47% (n = 330,000); AID 485273; in the data active = inhibition above about 45%, passing the limit was not always enough
ATG4B inh: inhibitors of human ATG4B cysteine protease. inhibition, % at 8.33 µM. Q9Y4P1. ATG4B cleavage of LC3-PLA2, NBD-HPC fluorescence, 1 h. actives 0.51% (n = 340,000); in the data active = inhibition above about 40%
Target sequence (Q9Y4P1 whole entry, looked up): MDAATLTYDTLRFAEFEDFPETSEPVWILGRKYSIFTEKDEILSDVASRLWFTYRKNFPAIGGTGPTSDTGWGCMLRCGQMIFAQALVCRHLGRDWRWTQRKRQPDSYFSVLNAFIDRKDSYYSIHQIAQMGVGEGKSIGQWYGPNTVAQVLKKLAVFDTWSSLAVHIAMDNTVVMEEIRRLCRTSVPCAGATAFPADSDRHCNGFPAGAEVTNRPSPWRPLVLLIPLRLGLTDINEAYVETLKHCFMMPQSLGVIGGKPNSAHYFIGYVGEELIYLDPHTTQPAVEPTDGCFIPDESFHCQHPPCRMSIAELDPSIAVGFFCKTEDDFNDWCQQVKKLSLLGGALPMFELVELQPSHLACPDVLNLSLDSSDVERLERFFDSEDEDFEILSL
Gli-Sufu antag: Gli-Sufu pathway antagonism. inhibition, % at 5 µM. AID 588413. actives 0.74% (n = 340,000). Sufu-KO-LIGHT fibroblasts, Gli luciferase reporter luminescence;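 active = inhibition above about 55%, limit read from the data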;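 also: 0% = DMSO-treated cells and 100% = wells with medium but no cells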
CCR6 antagonist: blocks CCL20-driven beta-arrestin recruitment at human CCR6. P51684. CHO-K1 CCR6 PathHunter beta-arrestin, luminescence, CCL20-stimulated. inhibition, % at 20 µM. actives 0.49% (n = 340,000);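 active = compounds whose inhibition of the agonist-driven luminescence signal at 20 µM reaches about 50%, limit read from the data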;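 also: cells stimulated with CCL20 at 14 nM final; plate controls were DMSO with CCL20 for no effect and DMSO without agonist for full effect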
APJ antag: APJ receptor antagonism | actives 0.32% (n = 330,000) | P35414 | CHO-K1 APJ beta-arrestin complementation, luminescence | inhibition, % at 20 µM;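 active = inhibition above about 40% at 20 µM, limit read from the data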;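 also: cells challenged with 10 nM apelin-13 agonist together with compound; plate controls were apelin-13 plus DMSO wells for no effect and DMSO wells lacking apelin-13 for full effect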
Numbers without * were called inactive; nt = not tested or not shown; & = joins results of further samples.

SMILES	EBI2 antag	CXCR6 inh	APJ ag	UBC13 inh	ATG4B inh	Gli-Sufu antag	CCR6 antagonist	APJ antag
CCNC(=O)COC(=O)c1cc(S(=O)(=O)N2CCCc3ccccc32)ccc1Cl	-11	1	-2	7	-5	1	1	-1
CCC(=O)N/N=C/c1ccc(-c2ccc([N+](=O)[O-])cc2)o1	-2	7	-1	-21	-2	-5	3	-13
CNc1c(NC(=O)C2CCC(C)CC2)c(=O)oc2ccccc12 (configuration not stated)	9	9	-3	-3	4	1	6	10
CC(=O)NS(=O)(=O)c1ccc(N)cc1	1&-2	6&4	3&5	0&1	0&-5	-47&1	8&3	-2&-12
COc1ccccc1NC(=S)NC(C)=O	-5	2	-3	6	-8	-5	9	18
CC(Nc1nc(-c2ccc(F)cc2)cs1)c1nc2cc(Cl)c(N3CCCCC3)cc2n1CCOCCO (configuration not stated)	16	0	9	1	-7	16	1	-10
O=C(NCCCn1ccnc1)C(=O)Nc1ccccc1	-3	0	-4	16	-15	-7	-15	5
CCOC(=O)N1CCN(C(=O)CSCc2nc(-c3ccccc3C)oc2C)CC1	0	-2	0	-7	14	4	7	3
CC(=O)Nc1ccc2ccccc2c1[N+](=O)[O-]	-2	5	nt	nt	1	8	1	nt
CCCOc1ccc(CSC(=N)N)cc1C(=O)OC	-5	-4	3	12	2	-4	12	6
CCCNC(=S)NC1CC2CCCC(C1)N2Cc1ccc(F)cc1 (configuration not stated)	9	-7	-1	0	-5	27	19	10
O=C1/C(=C/c2ccsc2)N2CCC1CC2	-5	-7	1	-4	2	-5	5	-3
CCOc1ccc(C(=O)NNC(=O)C2CC(=O)N(c3ccc(C)cc3)C2)cc1 (configuration not stated)	11	5	-4	-12	0	-10	6	3
COCCNC(=O)Nc1ccc2nc(-c3cccs3)c(-c3cccs3)nc2c1	5	15	5	-3	18	1	13	1
COc1ccc(CS(=O)(=O)CC(C)(O)c2ccccc2Cl)cc1 (configuration not stated)	5	6	-3	6	2	-4	0	7
COc1ccc(/C=C/c2cc(=O)c3cc(Cl)ccc3o2)cc1	10	0	3	13	-5	7	-23	10
Cc1ccc(OCc2nnc(SCC(=O)Nc3ccc4c(c3)OCCO4)n2Cc2ccco2)cc1	12	2	-3	9	4	-2	24	9
O=C(O)C1CC(=O)N(c2ccc(OCc3ccc(Br)cc3)cc2)C1 (configuration not stated)	-11	-4	1	-6	-3	-5	3	1
COc1ccc(C(=O)N/C(=C\c2cn(C)c3ccccc23)C(=O)NCCCn2ccnc2)cc1OC	14	7	-2	-7	-8	5	14	5
Cc1nnc(-c2cnn(C)c2N)n1Cc1ccc2c(c1)OCO2	5	0	0	-5	-36	25	6	0
CCC(C)NC(=O)/C(=C/c1ccco1)c1ccccc1 (configuration not stated)	-7	-3	-3	-15	10	-38	18	9
O=C(NC1CCN(C(=O)Nc2cccc(F)c2)CC1)C1CCCCC1	-12	4	5	4	11	9	5	6
Cc1ccnc(NS(=O)(=O)c2ccc(NC(=O)COc3ccccc3)cc2)n1	5	-3	-1	-3	-5	4	8	7
CCCCNC(=S)NCC(c1ccccc1)c1c[nH]c2ccccc12 (configuration not stated)	-1	13	-4	9	40	5	24	15
CCCCn1c(N)c(N(CC(C)C)C(=O)c2cccc(-n3cnnn3)c2)c(=O)[nH]c1=O	-4	31	7	-2	5	-10	15	16

Grouped by structure: the compounds so far containing a thiophene ring, fused or not.
SMILES	EBI2 antag	CXCR6 inh	APJ ag	UBC13 inh	ATG4B inh	Gli-Sufu antag	CCR6 antagonist	APJ antag
O=C1/C(=C/c2ccsc2)N2CCC1CC2	-5	-7	1	-4	2	-5	5	-3
COCCNC(=O)Nc1ccc2nc(-c3cccs3)c(-c3cccs3)nc2c1	5	15	5	-3	18	1	13	1

(continued)
SMILES	EBI2 antag	CXCR6 inh	APJ ag	UBC13 inh	ATG4B inh	Gli-Sufu antag	CCR6 antagonist	APJ antag
Cc1ccn2c(c1)nc(=O)c1cc(S(=O)(=O)N3CCC(C)CC3)ccc12	-6	0	4	6	3	-9	4	10
O=C(/C=C/c1ccco1)NC(=S)Nc1ccccc1O	-8	17	-4	-4	13	1	25	23
COc1ccc(OC)c(S(=O)(=O)N2CCNCC2)c1	-4	3	-6	-6	-11	10	18	-2
NC(CCCCCP(=O)(c1ccccc1)c1ccccc1)C(=O)O (configuration not stated)	nt	nt	-2	9	4	6	11	5
O=C(NN=C1CCCC1)c1cccc(O)c1	-9	-3	1	1	0	14	4	-5
Nc1ccccc1Sc1c[nH]c2ccccc12	5	-5	3	6	11	-4	4	-3
Cc1ccc(OCC(=O)N(C)C2CCCCC2)c([N+](=O)[O-])n1	0	1	-2	-14	4	-10	2	-5
CCCCn1nnnc1NCc1cccs1	0	-6	-4	-1	-13	7	2	6
C=CCn1c(SCC(=O)c2ccc(Cl)cc2)nnc1-c1ccc2c(c1)OCO2	-2	-4	-3	0	-3	2	16	6
CCCCn1c(=N)n(CC(O)c2ccccc2)c2ccccc21 (configuration not stated)	-1	-14	5	5	6	15	9	14
Fc1ccc(CO/N=C2\CCCc3nonc32)cc1	5	-7	-2	-6	8	-14	9	3
CCCS(=O)(=O)N1CCN(Cc2ccco2)CC1	-1	-1	2	0	-2	6	1	-5
Clc1ccccc1/C=N/c1cc(-c2ccccc2)nn1-c1ccccc1	-37	-5	2	-7	-8	1	6	-22
O=C(Nc1ccccc1Cl)c1ccc2nsnc2c1	-9	1	-2	5	-7	-54	-3	13
COc1cccc(-c2nc3ccccc3c(=O)n2NC(=O)c2cccnc2Cl)c1	-8	-1	0	12	-4	-9	-11	-4
O=C1CC(C(=O)O)S/C(=N\N=C\c2ccc(Br)cc2)N1 (configuration not stated)	1	11	-6	12	-4	-6	0	1
C[C@H](NC(=O)c1ccccc1)C(=O)Nc1nc(-c2ccccn2)cs1	-4	-1	0	-10	-4	1	-6	-5
CC(Oc1ccccc1F)C(=O)NNC(=O)c1cc2ccccc2o1 (configuration not stated)	0	-12	-2	-4	-2	3	4	-25
O=C(N/N=C/c1cn(-c2ccccc2)nc1-c1cccnc1)c1ccccc1	4	-1	4	0	-7	6	8	-12
CCCC(=O)NC(c1ccc(OC)c(OC)c1)c1c(O)ccc2ccccc12 (configuration not stated)	1	-9	-8	2	-12	4	3	19
CC(C)c1ccc(NC(=O)CN2CCN(C(=O)C3CCCO3)CC2)cc1 (configuration not stated)	5	6	9	-2	2	1	-2	-10
O=S(=O)(O)c1cc(O)c(N=Nc2ccc(O)cc2O)c2ccccc12	3	39*	nt	nt	24	9	62*	nt
COc1ccc(-c2nnc(SCc3ccccc3F)o2)cc1	6	6	-1	-1	25	-99	10	-11
O=C(COC(=O)c1ccc(Cl)c(Cl)c1)Nc1cccnc1Cl	-2	-6	0	11	-3	-1	-15	-5
Cc1ccc(S(=O)(=O)/N=S(/C)c2ccccc2)cc1 (configuration not stated)	-22	-4	1	-2	-6	1	-14	-3

As entered above:
Under CXCR6 inh, COc1ccc(OC)c(S(=O)(=O)N2CCNCC2)c1 reads 3
Under APJ ag, CCCC(=O)NC(c1ccc(OC)c(OC)c1)c1c(O)ccc2ccccc12 (configuration not stated) reads -8
Under CXCR6 inh, Cc1ccc(S(=O)(=O)/N=S(/C)c2ccccc2)cc1 (configuration not stated) reads -4
Under APJ antag, O=C(Nc1ccccc1Cl)c1ccc2nsnc2c1 reads 13
Under Gli-Sufu antag, O=C(COC(=O)c1ccc(Cl)c(Cl)c1)Nc1cccnc1Cl reads -1
Under APJ ag, Fc1ccc(CO/N=C2\CCCc3nonc32)cc1 reads -2

New compounds follow
SMILES	EBI2 antag	CXCR6 inh	APJ ag	UBC13 inh	ATG4B inh	Gli-Sufu antag	CCR6 antagonist	APJ antag
Cc1ccc(NC(=O)c2sccc2C)cc1S(=O)(=O)N(C)C	-1	-2	-3	9	-1	-15	4	13
CCc1nn(C(CC)C(=O)NCC(C)c2ccccc2)c(=O)c2cc3occc3n12 (configuration not stated)	-2	-1	-8	9	0	-11	17	-4
Cc1cccc(NC(=S)N2CCN(c3ccc(F)cc3)CC2)c1	5	-6	-2	4	4	13	3	-6
CN(CC(=O)Nc1ccc(OC(F)(F)F)cc1)C(=O)c1ccc(N2CCCC2=O)cc1	7	-10	-4	0	-20	3	9	8
Cc1cc(C)c2nc(N3CCCC(C(=O)N4CCC(C(N)=O)CC4)C3)sc2c1 (configuration not stated)	-3	-2	-2	0	25	-1	-18	15
O=C(COC(=O)c1ccc(F)cc1F)Nc1ncccn1	10	-4	-3	12	-1	-1	0	-2
O=C(/C=C/c1ccccc1Cl)N(Cc1ccccc1)C1CCS(=O)(=O)C1 (configuration not stated)	-6	5	0	-2	-24	5	0	-5
S=c1[nH]c(-c2ccccc2)cn1/N=C/c1ccccc1Br	15	6	1	-7	2	-10	-21	3
COc1ccc(CCNC(=O)CSc2nnc(NC(C)=O)s2)cc1OC	-9	-8	-2	6	-3	-4	-8	0
CCOc1ccc(N(CC)C(=O)Cc2c(C(=O)O)n(C)c3ccccc23)cc1	-10	3	-4	-3	1	4	-1	7
CNC(=O)c1csc(-c2ccc(C)cc2)n1	-9	-2	-2	-15	-10	-30	2	0
Cc1ccc(CNC(=O)Cc2ccc(Br)cc2)cc1	-3	0	1	-3	-5	-5	4	-5
Cc1nn2c(N3CCN(C4CCCC4)CC3)cc(C(C)(C)C)nc2c1-c1ccccc1	7	0	-8	0	4	-2	9	-6
C1CCc2c(nnc3c2-c2nonc2CC3)C1	-4	2	-6	-2	-6	1	10	7
COc1ccc(-c2cc(C(F)(F)F)nc(S(=O)(=O)CCCC(=O)Nc3cccnc3Cl)n2)cc1OC	15	-3	nt	nt	-10	-4	12	nt
C[C@H](CO)N1C[C@H](C)[C@@H](CN(C)C(=O)Nc2ccccc2)Oc2c(NS(=O)(=O)c3ccc(F)cc3)cccc2C1=O	-2	-2	-1	-15	3	-3	7	4
O=C(O)C1CCC(=O)N(C2CCCCC2)C1c1ccccc1Cl (configuration not stated)	-9	10	1	-2	-3	1	1	-9
O=C(CSc1nc2nc3c(cc2c(=O)n1-c1ccccc1)CCCC3)Nc1ccccc1	17	0	-1	6	27	10	11	10
O=C1NC(c2ccc(Cl)cc2)Oc2ccccc21 (configuration not stated)	-11	4	-2	8	1	-44	14	-2
COc1cc2[nH]c(=S)nc(NCc3ccccn3)c2cc1OC	-2	13	nt	nt	-2	2	20	nt
COc1ccc(-c2nn(C)c(=O)c3ccccc23)cc1NC(=O)Cn1nc(-c2ccccc2)c2ccccc2c1=O	-5	15	-8	-3	-12	14	23	21
CCN(c1ccccc1)S(=O)(=O)c1ccc(Cl)c(NC(=O)CN2C(=O)NC3(CCCC3)C2=O)c1	16	34	-5	-24	-2	6	43	41*
CCC(C)c1ccc(S(=O)(=O)N2CCN(S(=O)(=O)c3ccc(NC(C)=O)cc3)CC2)cc1 (configuration not stated)	4	-1	0	-10	0	-12	5	0
OCCN1CCN(CC#CCC(c2ccccc2)c2ccccc2)CC1	-9	-5	2	8	-5	4	-2	11
COc1ccc(CCNC(=O)COc2ccccc2[N+](=O)[O-])cc1OC	-1	-6	-4	-1	-4	2	2	6

Next entries
SMILES	EBI2 antag	CXCR6 inh	APJ ag	UBC13 inh	ATG4B inh	Gli-Sufu antag	CCR6 antagonist	APJ antag
COc1cc(/C=N/N2C(=O)CSC2=S)ccc1O	9	-1	-4	-40	1	3	3	9
CN(C(=O)COC(=O)C1CCN(S(=O)(=O)c2c(Cl)cccc2Cl)CC1)C1CCS(=O)(=O)C1 (configuration not stated)	7	1	1	4	6	-4	10	-10
COC(=O)c1cc(OC)c(OC)cc1NC(=O)C(C)Sc1ccc(C)cc1 (configuration not stated)	1	2	-1	9	-22	0	12	9
O=c1cc(CN2CCC3(CC2)OCCO3)c2c(ccc3ccccc32)o1	5	-5	0	6	-23	-3	10	3
O=C(O)Cn1c(-c2cscn2)nc2ccccc21	-27	-9	4	4	-18	0	-2	-10
COc1ccccc1OCCC(=O)OCC(=O)Nc1ccc(Br)cc1F	-5	-7	-5	2	-18	-3	-5	-26
Cc1nc(C(=O)N(C)C)nn1-c1ccc(Cl)cc1Cl	2	-10	-3	2	1	-2	-6	-2
Cn1c(=O)n(C)c2cc(S(=O)(=O)NCc3ccccc3)ccc21	-4	-3	-1	6	-1	-41	-12	10

From PubChem BioAssay
